# Screens: PubChem BioAssay, The Scripps Research Institute Molecular Screening Center
# TEAD-YAP block: TEAD-YAP interaction inhibition | HEK-TIYL cells, TEAD-Gal4/YAP UAS-luciferase luminescence | inhibition, % at 9.12 µM | 1.4% of 640,000 active | AID 1259422; in the data active = inhibition above about 32%;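 note: 0% = median of test compound wells and 100% = reference inhibitor wells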
# GPR151 ag: activators of human GPR151. activation, % at 11.2 µM. PathHunter beta-arrestin GPR151 cells, luminescence. 1% of 650,000 active; in the data active = activation above about 4.9%;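 note: 0% = median of compound wells and 100% = cells with positive control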
# Target sequence (Q8TDV0 whole entry, looked up): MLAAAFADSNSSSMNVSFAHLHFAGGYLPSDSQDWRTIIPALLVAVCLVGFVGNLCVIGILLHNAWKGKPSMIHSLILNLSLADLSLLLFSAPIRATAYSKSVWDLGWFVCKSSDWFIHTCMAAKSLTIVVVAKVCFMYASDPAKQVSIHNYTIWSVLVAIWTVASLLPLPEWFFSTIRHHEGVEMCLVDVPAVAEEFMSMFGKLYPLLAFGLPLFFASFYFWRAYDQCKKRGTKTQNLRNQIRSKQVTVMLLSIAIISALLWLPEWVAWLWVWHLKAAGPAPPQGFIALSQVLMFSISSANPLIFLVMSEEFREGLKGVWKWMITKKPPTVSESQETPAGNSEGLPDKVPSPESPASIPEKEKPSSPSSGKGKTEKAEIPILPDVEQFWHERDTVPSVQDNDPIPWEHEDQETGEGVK
# MITF primary: blocks human microphthalmia-associated transcription factor. O75030. AlphaScreen MITF homodimerization, bead proximity signal. inhibition, % at 2.6 µM. 0.91% of 650,000 active. AID 1259374; in the data active = inhibition above about 50%;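 note: 0% = vehicle wells with protein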
# FBW7 activator: activators of human E3 ligase FBW7. Q969H0. AlphaScreen FBW7–phospho-cyclin E peptide binding, activator screen. normalized activity (activation), % at 26.1 µM. 0.13% of 650,000 active. AID 1259310; in the data active = normalized activity above about 1.9%;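 note: purified mutant Fbw7 with reduced substrate affinity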
# Target sequence (Q969H0 whole entry, looked up): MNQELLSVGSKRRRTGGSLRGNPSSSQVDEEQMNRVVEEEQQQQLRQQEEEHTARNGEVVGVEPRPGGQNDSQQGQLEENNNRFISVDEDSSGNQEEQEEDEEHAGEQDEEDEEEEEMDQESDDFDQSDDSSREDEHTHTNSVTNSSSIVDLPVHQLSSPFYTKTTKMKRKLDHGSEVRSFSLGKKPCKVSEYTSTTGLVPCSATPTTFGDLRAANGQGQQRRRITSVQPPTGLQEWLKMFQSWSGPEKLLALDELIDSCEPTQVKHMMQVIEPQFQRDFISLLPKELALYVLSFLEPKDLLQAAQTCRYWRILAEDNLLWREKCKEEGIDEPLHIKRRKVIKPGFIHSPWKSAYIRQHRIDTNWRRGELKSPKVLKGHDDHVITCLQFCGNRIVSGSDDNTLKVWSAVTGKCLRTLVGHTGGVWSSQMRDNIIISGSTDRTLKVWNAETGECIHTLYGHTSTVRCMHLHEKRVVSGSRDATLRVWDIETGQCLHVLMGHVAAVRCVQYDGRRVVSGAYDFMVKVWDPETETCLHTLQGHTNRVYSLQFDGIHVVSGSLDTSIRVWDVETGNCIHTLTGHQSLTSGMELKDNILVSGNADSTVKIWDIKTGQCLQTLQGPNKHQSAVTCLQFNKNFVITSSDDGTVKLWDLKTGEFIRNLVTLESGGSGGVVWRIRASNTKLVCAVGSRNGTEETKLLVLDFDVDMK
# Numbers without * were called inactive. Rows are unselected; any-hit rate near 3.4%.
SMILES,TEAD-YAP block,GPR151 ag,MITF primary,FBW7 activator
CC(NC(=O)c1nn2c(C(F)(F)F)cc(-c3ccccc3)nc2c1Cl)c1ccccc1 (stereo not given),2.3,-0.6,-6.8,-0.2
COC(=O)c1cccc(OCC(O)Cn2c(C)nc3ccccc32)c1 (stereo not given),39.1*,1.2,4.9,0.0
O=C(c1ccncc1)N1CCN(CCc2ccccc2)CC1,1.5,-0.5,3.9,0.0
Cn1c(=S)n(CN2CCOCC2)c2ccccc21,-10.5,1.3,2.9,-0.1
COc1cccc(/C=N/NC(=O)c2cc(O)cc(O)c2)c1O,20.7,-0.6,15.2,-0.5
COC(=O)c1c(N)c(C#N)c(C)n1-c1ccccc1,4.5,0.3,13.5,1.3
O=C1NC(c2ccc3c(c2)OCO3)Oc2ccccc21 (stereo not given),2.1,0.3,-1.0,0.1
COC(=O)c1ccc(/C=N/NC(=O)C2CC(=O)N(c3ccc(OC)cc3)C2)cc1 (stereo not given),3.6,1.7,11.6,0.1
COc1ccc(CCNC(=O)c2ccc3nc(-c4ccc(C(=O)N5CCN(C)CC5)cc4)sc3c2)cc1,-1.9,-0.8,-12.8,-0.1
CCOC(=O)C1=CC2(SC=C(C(=O)OCC)S2)C2=C(S1)C(C)(C)N(C(=O)c1ccccc1)c1ccccc12 (stereo not given),8.6,-0.7,-2.6,0.2
CN(C)NC(=O)Nc1cccc(Cl)c1,-0.3,-0.1,-11.2,0.1
C=CCn1c(SCC(=O)NC(N)=O)nnc1-c1ccc(C(C)(C)C)cc1,-4.8,-1.1,5.9,-0.1
O=C(O)CC1(CC(=O)NCc2cc(F)cc3c2OCOC3)CCCCC1,-0.8,0.3,9.7,-0.1
Cc1nc(Nc2ncccn2)cc(-c2cncc(-c3cc4ccccc4s3)c2)n1,10.2,-1.1,-12.4,-0.1
CCn1c(=O)[nH]c2c(C(N)=O)nc(-c3ccsc3)nc21,5.0,-0.4,-3.0,0.1
CCOC(=O)C(=O)NNC(=O)c1c(O)c2ccccc2n(CC)c1=O,-2.2,-0.2,-11.9,-0.3
CCC(CC)C(=O)Nc1cccc(C(C)=O)c1,12.2,0.0,-3.7,-0.1
O=C(NCCCn1ccnc1)c1csc2ccccc12,-33.4,1.1,-2.1,-0.4
CC(C)=NNc1ccc2nnc(-c3ccccc3)n2n1,0.9,-0.7,-17.4,0.1
CCOC(=O)c1cccc(NC(=O)Cn2cc3c(n2)CCCCC3)c1,8.8,0.0,-17.8,0.1
NC(Cc1c[nH]c2ccccc12)C(=O)NCc1ccccc1 (stereo not given),6.6,0.4,3.3,-0.1
CCC(C)NS(=O)(=O)c1ccccc1Cl (stereo not given),-1.9,0.1,6.1,0.2
COc1c(Br)cc(C(=S)N2CCCCC2)cc1Br,11.1,0.9,9.0,-0.3
Cc1ccc(-c2nc(C(N)=O)c3[nH]c(=O)n(C(C)C)c3n2)s1,9.1,-1.1,17.9,0.5
CC(=O)N1CCOc2cc(S(=O)(=O)NC3CCCC3)c(Cl)cc21,-10.2,-1.3,7.3,0.9

# Other entries.
SMILES,TEAD-YAP block,GPR151 ag,MITF primary,FBW7 activator
O=C(Nc1ccc2ccccc2c1)c1ccc(-n2cnnn2)cc1,-11.0,-1.1,-1.7,0.2
Cc1ccc(C#N)c(SCC(=O)c2ccc(-c3ccccc3)cc2)n1,-27.8,0.5,-1.8,0.1
CC(=O)NCCNCc1ccc(OCC(O)CN2CCc3ccccc3C2)cc1 (stereo not given),4.8,0.9,1.4,0.1
Cc1noc(C(=O)Nc2cccnc2)c1Cl,10.7,0.4,24.4,0.0
CCOc1cc(S(=O)(=O)N2CCN(Cc3ccc4c(c3)OCO4)CC2)ccc1F,9.0,1.8,5.2,0.1
CC(OC(=O)c1ccccc1-c1ccc(C(F)(F)F)cc1)C(N)=O (stereo not given),4.2,0.8,8.7,0.1
CC1CCN(CCC(=O)N2CCCc3c2c(=O)oc2ccc(O)cc32)CC1,24.4,1.0,9.8,0.0
COc1ccc(-c2c(C)c3ccc(OC)cc3oc2=O)cc1,-14.9,-0.6,-8.4,0.2
CC(C)CNC(=O)COC(=O)c1c(F)cccc1Cl,-19.0,0.5,1.2,-0.1
COc1ccc(OCCCC(=O)Nc2ccc(Cl)cc2)cc1,1.3,-0.8,-6.3,-0.1
O=C(Cn1cnc2sc3c(c2c1=O)CCCC3)Nc1ccc(F)c(Cl)c1,3.7,-0.9,7.5,0.0
CCOc1ccc(NC(=O)CCS(=O)(=O)c2ccc3c(c2)n(C)c(=O)c(=O)n3C)cc1,7.3,-0.2,-3.0,-0.2
Cc1ccc(S(=O)(=O)Nc2cccc(-c3cn4ccccc4n3)c2)cc1,-8.6,-0.4,2.6,0.5
O=c1[nH]c2ccccc2c(=O)n1NS(=O)(=O)c1ccc2ccccc2c1,-1.6,1.9,6.8,-0.2
Nn1c(SCC(=O)Nc2ccccc2-c2ccccc2)nnc1-c1ccccn1,6.5,0.6,2.0,-1.2
CSc1ncc(Cl)c(C(=O)Nc2ccc(S(=O)(=O)N3CCC(C)CC3)cc2)n1,-2.7,0.1,9.5,0.0
O=C(O)C1CC=CCC1C(=O)Nc1ccc(C(=O)N2CCOCC2)cc1 (stereo not given),0.6,0.5,7.6,-0.1
COc1ccc2c(CCl)cc(=O)oc2c1,1.4,-2.0,8.1,0.3
COc1cccc(CNC(=O)C(=O)Nc2ccc(Br)c(C)c2)c1,-1.2,-0.2,-2.6,0.0
S=C1NC2(CCCCC2)NN1c1ccccc1,3.9,6.6*,13.1,0.0
Cc1ccc([N+](=O)[O-])cc1N=Cc1ccc(C#N)cc1,7.3,0.8,-4.6,0.0
COc1cccc(CC2(CCC(=O)NC3CCc4ccccc43)CCC(=O)N2)c1 (stereo not given),-44.8,-1.9,7.4,0.1
O=C(COC(=O)CNS(=O)(=O)c1c(F)cccc1F)NC(=O)C1CCCCC1,4.0,-1.0,2.0,0.0
O=C(O)C1CC=CCC1C(=O)NCc1ccc(Cl)c(Cl)c1 (stereo not given),4.3,-0.8,3.7,0.0
O=C(CCn1cnc2c(cnn2-c2ccccc2)c1=O)Nc1ccc2c(c1)OCCO2,9.5,-1.9,7.8,0.5

# (more compounds)
SMILES,TEAD-YAP block,GPR151 ag,MITF primary,FBW7 activator
CCCCCOC(=O)CSc1nc2c(c(=O)[nH]c(=O)n2C)n1CCCC,5.7,1.4,6.9,0.0
CCOc1ccccc1C(=O)NC1CCN(CC(=O)Nc2cc(OC)ccc2OC)CC1,-12.4,0.0,-3.6,-0.1
Cc1ccc(C2=NN(C(=O)CCCC(=O)O)C(c3cc4ccccc4nc3Cl)C2)cc1 (stereo not given),8.6,0.7,3.2,0.0
Cn1c2ccccc2c2nnc(SCC(=O)N3CCOCC3)nc21,-2.3,-0.7,12.0,-0.1
CCOC(=O)c1c(NC(=O)c2ccco2)sc2c1CCC(C#N)(c1ccccc1)C2 (stereo not given),-1.5,1.8,-5.8,-0.1
O=C(c1ccc(Nc2nccc(-c3ccc4nc(C5CC5)[nH]c(=O)c4c3)n2)cc1)N1CCCC1,23.8,-0.9,32.7,1.1
COc1cccc(C(=O)N[C@H]2C[C@H]3C(=O)N4CCC[C@@H]4C(=O)N3C2)c1,-16.4,-2.0,-1.7,-0.1
CC1=C(C(=O)OCc2ccccc2)C(c2c(F)cccc2Cl)NC(=O)N1 (stereo not given),-6.8,2.5,-3.8,-0.2
O=C(c1cc2nc(-c3ccc(Cl)cc3)cc(C(F)(F)F)n2n1)N1CCN(c2ccccc2)CC1,-1.2,0.2,29.7,0.2
Cc1cc(C)cc(-n2nnc(C(=O)NCc3cccs3)c2N)c1,2.2,3.4,-1.8,-0.1
CC(/C=C1\SC(=S)N(CC(=O)N2CCOCC2)C1=O)=C\c1ccccc1,4.1,1.2,1.6,0.0
O=C1c2cccc3cccc(c23)C(=O)N1OS(=O)(=O)c1ccc(F)cc1,-8.9,0.5,10.3,-0.1
CCOc1ccc(S(=O)(=O)Nc2ccc(O)c3ccccc23)cc1,-11.9,-0.4,7.8,-0.5
COC(=O)c1sc(NC(=S)NC(=O)c2ccc(C)cc2)nc1C,-8.1,0.6,14.3,0.0
O=C(CSc1nnc(CCCN2C(=O)c3cccc4cccc(c34)C2=O)n1-c1ccccc1)N1CCN(CCO)CC1,3.2,2.2,-4.8,-0.1
CC(=O)Oc1cccc(/C=c2/sc3nc(=O)c(Cc4ccc(F)cc4)nn3c2=O)c1,-1.1,-0.1,-18.9,-0.3
CNC(=O)C1CCC(=O)N1Cc1ccccc1Cl (stereo not given),-2.2,0.8,10.6,0.2
CC(C)C(c1nnnn1Cc1cccs1)N1CCN(c2ccc(F)cc2)CC1 (stereo not given),2.2,-0.1,-0.3,-0.1
Cc1ccc(C)c2[nH]c(=O)c(CN(CCO)Cc3nnnn3C3CCCC3)cc12,3.5,-1.3,1.6,0.2
COc1ccc(NC(C)C(=O)N/N=C/c2cc([N+](=O)[O-])ccc2O)cc1 (stereo not given),7.7,-0.1,33.3,-0.1
CC(=O)NC(=O)COC(=O)c1cc(-c2ccc(C)cc2)nc2ccccc12,-8.7,0.5,10.6,0.1
O=C(c1ccccc1)c1cc(Cl)cc2c1NC(C(=O)O)C1CC=CC21 (stereo not given),-0.1,0.9,38.3,-0.1
O=C(CN1CCCCCCC1)N/N=C/c1ccc(Cl)cc1,-14.1,-0.1,14.5,-0.4
COc1cc2c(cc1OC)-c1nnc(-c3ccc(Br)o3)n1C(C)(C)C2,3.5,-1.5,18.8,1.0
Cn1cc(S(=O)(=O)c2ccccc2)c(=O)c2cc(F)c(N3CCCCC3)cc21,-3.5,1.6,3.9,-0.1

# Arranged by heavy-atom count (smallest number first): 13 of the compounds above.
SMILES,TEAD-YAP block,GPR151 ag,MITF primary,FBW7 activator
CNC(=O)C1CCC(=O)N1Cc1ccccc1Cl (stereo not given),-2.2,0.8,10.6,0.2
O=C(CN1CCCCCCC1)N/N=C/c1ccc(Cl)cc1,-14.1,-0.1,14.5,-0.4
COC(=O)c1sc(NC(=S)NC(=O)c2ccc(C)cc2)nc1C,-8.1,0.6,14.3,0.0
CCOc1ccc(S(=O)(=O)Nc2ccc(O)c3ccccc23)cc1,-11.9,-0.4,7.8,-0.5
O=C(c1ccccc1)c1cc(Cl)cc2c1NC(C(=O)O)C1CC=CC21 (stereo not given),-0.1,0.9,38.3,-0.1
CC(/C=C1\SC(=S)N(CC(=O)N2CCOCC2)C1=O)=C\c1ccccc1,4.1,1.2,1.6,0.0
CC(=O)NC(=O)COC(=O)c1cc(-c2ccc(C)cc2)nc2ccccc12,-8.7,0.5,10.6,0.1
Cn1cc(S(=O)(=O)c2ccccc2)c(=O)c2cc(F)c(N3CCCCC3)cc21,-3.5,1.6,3.9,-0.1
Cc1ccc(C)c2[nH]c(=O)c(CN(CCO)Cc3nnnn3C3CCCC3)cc12,3.5,-1.3,1.6,0.2
CCOC(=O)c1c(NC(=O)c2ccco2)sc2c1CCC(C#N)(c1ccccc1)C2 (stereo not given),-1.5,1.8,-5.8,-0.1
Cc1ccc(C2=NN(C(=O)CCCC(=O)O)C(c3cc4ccccc4nc3Cl)C2)cc1 (stereo not given),8.6,0.7,3.2,0.0
CCOc1ccccc1C(=O)NC1CCN(CC(=O)Nc2cc(OC)ccc2OC)CC1,-12.4,0.0,-3.6,-0.1
O=C(c1ccc(Nc2nccc(-c3ccc4nc(C5CC5)[nH]c(=O)c4c3)n2)cc1)N1CCCC1,23.8,-0.9,32.7,1.1

# Next section:
SMILES,TEAD-YAP block,GPR151 ag,MITF primary,FBW7 activator
CCOC(=O)c1ccc2c(c1)[C@@H]1C=CC[C@@H]1[C@H](C(=O)OCC)N2,-1.6,-0.2,9.6,-0.2
O=C(c1ccco1)N1CCN(c2nccn3c(-c4ccc(F)cc4)cnc23)CC1,10.7,3.3,-6.9,0.0
N#C/C(=C(/O)C(Cl)(Cl)Cl)c1nc2ccccc2[nH]1,8.6,-4.2,-15.4,0.3
O=c1ccc2cc(S(=O)(=O)NCCCc3ccccc3)ccc2[nH]1,-3.3,-2.1,12.3,0.1
O=S1(=O)c2ccccc2NCC2CCCN21 (stereo not given),-5.9,0.0,-5.7,-0.1
CCC[C@@H]1NC(=O)[C@H]2CN(Cc3ccc(F)c(F)c3)CCN2C1=O,-2.4,-1.0,18.1,0.2
Cc1ccc(/C=C2\N=C(c3ccc(Br)o3)OC2=O)cc1,4.3,0.9,-9.7,0.2
CCOC(=O)C1=C(C)Nc2ncnn2C1/C=C/c1ccccc1 (stereo not given),2.3,-0.2,7.3,0.0
COc1ccc(CCNC(=O)c2cnc3c(c(C)nn3-c3ccc(F)cc3)c2Cl)cc1OC,5.6,0.2,-11.3,0.0
COc1cccc(C2C(C(=O)OCC3CCCO3)=C(C)NC3=C2C(=O)CCC3)c1 (stereo not given),5.6,0.3,26.7,1.4
C=CCn1c(SCC(=O)Nc2nc(C)cs2)nnc1-c1cccc(C)c1,6.7,-1.4,2.2,0.1
CC(=O)Oc1ccccc1/C=N/NC(=O)COc1cccc(Br)c1,-1.1,0.7,-0.9,-0.1
CCOC(=O)C1(Cc2cccc(OC)c2)CCN(Cc2ccc(NC(C)=O)cc2)CC1,-9.2,-0.2,-9.3,0.2
O=C(Cc1cccs1)NCCC1=CCCCC1,-26.0,9.8*,-2.8,-0.1
CCOC(=O)Cn1cc(C2C(C#N)=C(N)OC3=C2C(=O)CC(C)(C)C3)c2ccccc21 (stereo not given),8.6,-1.0,12.7,0.4
Cc1ccc(CNC(=O)c2cc3c(=O)n4ccccc4nc3n2C)cc1,-25.4,-0.5,10.4,-0.1
Cc1ccc(Oc2ccc(NC(=O)C3CCC(C)CC3)cc2)cc1 (stereo not given),-1.6,-1.1,6.3,0.4
CCCCCCOC(=O)c1ccc(-c2ccc(-c3ccc(C(=O)OCCCCCC)cc3)cc2)cc1,7.4,-1.7,14.5,-0.1
CCc1nn(-c2ccccc2)c2nc(-c3ccccc3Br)c3cc(OC)c(OC)cc3c12,4.5,-0.1,8.3,0.1
